TGFb SMAD3 inh = TGF-b pathway inhibition; AID 588855; Potency, µM (titrated, usually from 46.1 µM), without a hit: at the highest dose activity, negative = inhibition, hits mostly inhibitors; 1.2% of 410,000 active; HepG2 CAGA-GFP TGF-b/SMAD3 reporter, GFP fluorescence, 18 h; TGF-beta stimulated, 500 pg/mL final; note: potency is the fitted concentration of half-maximal effect; % is set by controls: 0 for no effect and ±100 for the full control effect; nearly all actives have a fitted effect of over 65% in size
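Inhibition was scored as loss of TGF-beta-induced (500 pg/mL final, 18 hours, 37 degrees C) GFP in HEPG2 cells carrying a CAGA-GFP reporter, in DMEM with 1% FBS. Well GFP was summed per cell; Activity was normalised to unstimulated and stimulated DMSO wells, then concentration-response fitting.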
Nrf2 activator = Nrf2 pathway activation | AREc32 ARE-luciferase reporter (MCF7-derived line), luminescence, 24 h | Potency, µM (highest dose often 46.1 µM), inactives show at the top dose activation, usual class: activators | 0.31% of 410,000 active | AID 624171; note: potency is the fitted concentration of half-maximal effect; % of control where 0% means no effect; nearly all actives have a fitted effect of over 65% in size
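Luminescent ARE reporter assay in AREc32_Fluc cells: overnight plating at 37 deg C, 24 hr compound incubation, Steady-Glo added, 30 min RT before reading.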
EPAC2 antag = antagonists of human EPAC2; EPAC2 GEF exchange of Rap1B-BODIPY-GDP, fluorescence; Potency, µM (doses to about 114 µM), without a hit: at the highest dose activity, negative = inhibition, hits mostly inhibitors; 0.18% of 360,000 active; AID 720708; note: potency is the fitted concentration of half-maximal effect; % is set by controls: 0 for no effect and ±100 for the full control effect; nearly all actives have a fitted effect of over 45% in size; many of its hits are not listed in these tables
Target sequence (Q8WZA2 whole entry, looked up): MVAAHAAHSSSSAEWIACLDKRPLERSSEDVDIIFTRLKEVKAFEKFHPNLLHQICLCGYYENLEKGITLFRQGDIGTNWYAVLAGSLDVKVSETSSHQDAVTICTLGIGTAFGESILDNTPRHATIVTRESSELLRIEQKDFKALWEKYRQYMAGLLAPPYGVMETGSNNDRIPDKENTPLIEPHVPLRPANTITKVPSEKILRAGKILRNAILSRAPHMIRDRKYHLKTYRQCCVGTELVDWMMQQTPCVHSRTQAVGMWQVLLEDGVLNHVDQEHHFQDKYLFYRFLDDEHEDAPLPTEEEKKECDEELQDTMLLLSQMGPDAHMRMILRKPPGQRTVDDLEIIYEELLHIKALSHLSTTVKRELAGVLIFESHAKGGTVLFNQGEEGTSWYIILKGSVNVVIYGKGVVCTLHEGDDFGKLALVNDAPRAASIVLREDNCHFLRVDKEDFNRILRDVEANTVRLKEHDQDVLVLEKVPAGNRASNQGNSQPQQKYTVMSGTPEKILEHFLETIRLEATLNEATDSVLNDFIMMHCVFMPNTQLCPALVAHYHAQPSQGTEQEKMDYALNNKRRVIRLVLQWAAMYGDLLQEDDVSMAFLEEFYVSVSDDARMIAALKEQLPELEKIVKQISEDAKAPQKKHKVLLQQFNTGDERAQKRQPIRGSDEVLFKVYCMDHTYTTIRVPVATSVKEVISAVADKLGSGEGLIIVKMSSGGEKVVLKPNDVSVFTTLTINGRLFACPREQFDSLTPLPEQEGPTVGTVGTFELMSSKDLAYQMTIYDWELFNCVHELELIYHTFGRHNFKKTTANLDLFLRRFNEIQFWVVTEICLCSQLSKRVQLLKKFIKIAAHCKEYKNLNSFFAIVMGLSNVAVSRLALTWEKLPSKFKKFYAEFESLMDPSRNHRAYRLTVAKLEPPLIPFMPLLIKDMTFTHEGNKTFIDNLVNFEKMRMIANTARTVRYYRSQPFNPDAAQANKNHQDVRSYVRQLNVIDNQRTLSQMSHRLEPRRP
A549 tox = A549 cytotoxicity, counter-screen for Nrf2 inhibitors; Potency, µM (titrated, usually from 46 µM), for inactives: at the top dose activity change, negative = cytotoxicity, usual class: inhibitors; A549 ARE-Fluc cells, CellTiter-Fluor viability, 18-24 h; 0.16% of 390,000 active; note: potency is the fitted concentration of half-maximal effect; % is set by controls: 0 for no effect and ±100 for the full control effect
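A549 ARE_Fluc cells in 5% FBS OPTI-MEM were exposed to compounds in concentration-response for 18-24 h at 37 deg C. Viability was read by CellTiter-Fluor fluorescence (Ex 405/Em 525) after 30 min, before the luciferase read.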
EPAC2 ag = EPAC2 (human) agonism; 0.079% of 360,000 active; Potency, µM (doses to about 154 µM), for inactives: top-dose activation, actives largely listed as activators; Q8WZA2; EPAC2 activation, biochemical qHTS; response scale: 100% = 6.5 mM cAMP response; note: potency is the fitted concentration of half-maximal effect; nearly all actives have a fitted effect of over 50% in size
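Compounds were titrated in qHTS against a Rap1B-BODIPY-GDP (250 nM) complex with EPAC2 (100 nM) and GDP (50 uM). BODIPY-GDP release tracked at 480/540 nm over 30 min at room temperature, normalized to 6.5 mM cAMP.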
CCT modulator = modulators of cytosolic chaperonin (CCT/TRiC) activity; activity change, % (test concentration not listed), hits read low; purified chaperonin ATPase assay, HTRF ADP detection, 30 min; 0.3% of 360,000 active; in the data active = activity change below about -30%; note: % is set by controls: 0 for no effect and ±100 for the full control effect
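First, chaperonin was dispensed at 40 nM or 20 nM final depending on batch activity. Next, compounds were pinned at 76 uM and ATP added at 10 uM. After 30 min at 37 °C, ADP detection reagents ran 30 min at ambient temperature.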
pAkt inh = Akt phosphorylation inhibition. Neuro2A IGF-stimulated pAkt S473 HTRF, 20 min; hits give low values. activity change, % for hits at 50 µM. 0.32% of 360,000 active. AID 651550; in the data active = activity change below about -80%; inconclusive = mostly about -51% to -80%; note: % is set by controls: 0 for no effect and ±100 for the full control effect
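Neuro2A cells (4,500/well, DMEM with 0.5% FBS) were treated with compound at a single 50 µM final concentration, stimulated with 6 nM IGF for 20 min at 37 °C, and lysed. Phospho-Akt Ser473 was read by HTRF as 665/615 ratio ×10^4.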
Nrf2 block = Nrf2 pathway inhibition; A549 ARE-Fluc reporter, luciferase luminescence, 18-24 h; Potency, µM (highest dose often 46 µM), for the others: at the top dose activity change, negative = inhibition, actives largely listed as inhibitors; 2.1% of 360,000 active; AID 504444; note: potency is the fitted concentration of half-maximal effect; % is set by controls: 0 for no effect and ±100 for the full control effect; nearly all actives have a fitted effect of over 60% in size
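Quantitative HTS in A549 cells stably bearing an antioxidant response element-firefly luciferase construct. Inhibition of Nrf2-driven transcription was scored by luminescence after 18-24 h of compound exposure at 37 °C.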
MmCpn inh = blocks the Methanococcus maripaludis chaperonin Mm-Cpn; purified Mm-Cpn ATPase, ADP Transcreener TR-FRET; Potency, µM (highest dose often 76.9 µM), inactives show at the top dose activity, negative = inhibition, hits mostly inhibitors; 0.031% of 330,000 active; note: potency is the fitted concentration of half-maximal effect; % is set by controls: 0 for no effect and ±100 for the full control effect; nearly all actives have a fitted effect of over 80% in size
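Measured: ADP formation by purified Mm-CPN. Conditions: 25 nM protein, 10 uM ATP, Tris pH 7.4 with Mg2+, K+ and DTT, 37°C for 30 min. Detection: Transcreener HTRF after 30 min at room temperature.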
* hit, by the source's call; i = inactive; ? = inconclusive; . = not tested or not shown; & = joins results of further samples; [ ] = another dose, or the depositor's remark. Unless noted, calls come from the whole dose curve; as a rule, active = well fitted curve in the direction sought with a large enough effect; inconclusive = small, poorly fitted or top-dose-only effect, or another doubt; inactive = no such curve, though single readings can be large; an effect the other way counts as inactive or inconclusive. The list is partial; count on the stated rates, not on these rows.

Molecule,TGFb SMAD3 inh,Nrf2 activator,EPAC2 antag,A549 tox,EPAC2 ag,CCT modulator,pAkt inh,Nrf2 block,MmCpn inh
Cn1c(=O)c2c(nc(CN3CCC(C(N)=O)CC3)n2CCCc2ccccc2)n(C)c1=O,-4%,0.1%,5%,24%,-6%,-3.1,i,?,-4%
Cc1ccccc1C(=O)N1CCN(c2ccc(NC(=O)c3cccs3)cc2)CC1,-21%,-0.3%,-2%,1%,7%,-1.0,i,?,1%
C/C(=N\NC(=O)c1c(C)nc2ccccn12)c1ccco1,0%,3.5%,7%,9%,4%,-1.6,i,1%,3%
O=C(c1cnc(-c2ccc(Cl)cc2)s1)c1ccc(Cl)cc1Cl,12%,0.1%,-22%,9%,10%,0.0,i,-13%,-2%
C=CCc1c(C)[nH]c(=O)[nH]c1=O,16%,-0.1%,0%,-1%,-6%,-0.4,i,4%,1%
O=C(c1cccc(NS(=O)(=O)c2cccc(C(F)(F)F)c2)c1)N1CCOCC1,-8%,-0.5%,-8%,9%,-12%,-3.8,i,15%,-2%
Cc1ccc(S(=O)(=O)N(C)CC(=O)Nc2ccccc2)cc1,-17%,1.3%,2%,.,10%,-2.9,i,-24%,0%
CC/C(=N\NC(=O)c1cccnc1)c1ccc2c(c1)OCCO2,?,1.5%,12%,0%,-3%,0.8,i,3%,-2%
CCOC(=O)c1sc2ncn(CC(=O)Nc3cccc(C)c3)c(=O)c2c1C,-5%,0.4%,.,4%,.,.,.,1%[9.27 µM],.
CCn1cc(/C=C(\NC(=O)c2ccc(OC)c(OC)c2)C(=O)NCCCN2CCOCC2)c2ccccc21,1%,0.9%,-1%,-3%,-1%,-81*,.,?,-1%
C[C@]12C=CC(=O)C=C1CCC1C3CC[C@](O)(C(=O)CO)[C@@]3(C)CC3OC312 (stereo not given in full),-5%,-0.4%,0%,-1%,-3%,-23,i,-18%,1%
CCCc1cc(C(=O)Nc2cc(Cl)ccc2O)no1,-5%,?,1%,-8%,0%,-0.6,i,2%,0%
Cc1ccccc1NC(=O)CN1C(=O)c2ccccc2C1=O,-3%,-0.7%[9.22 µM],5%,7%,0%,0.9,i,-3%,1%
N#C/C(=N\Nc1ccc(Cl)cc1)C(N)=S,?,9.2%,-6%,?,8%,-4.7,i,?,-3%
Cc1ccc(/C=N/NC(=O)CN2CCN(Cc3ccccc3)CC2)s1,15%,2.5%,-7%,3%,-1%,1.7,i,-11%,-1%
COc1cccc2cc(-c3cc(=O)oc4cc(C)c(OCC(C)=O)cc34)oc12,-6%,0.4%,?,4%,-1%,1.0,i,-2%,2%
CC(O)(Cc1cccnc1)c1cccs1 (stereo not given),0%,-0.1%,0%,-4%,-3%,0.5,i,-6%,.
O=C(NCCC1=CCCCC1)C1CCN(S(=O)(=O)c2cccc(C(F)(F)F)c2)CC1,?,2.6%,-11%,-11%,-6%,2.3,i,?,0%
O=C(CC(=O)N/N=C\c1c(Cl)cccc1Cl)NCc1ccccc1,-18%,0.2%,-3%,-5%,8%,0.9,i,-8%,1%
O=C(Nc1cccc(Cl)c1)c1ccc(=O)[nH]n1,3%,4.7%,-10%,9%,0%,-0.1,i,25%,-2%
CCOC(=O)N1CCN(c2nc(-c3cccs3)nc3ccccc23)CC1,?,0.4%,-1%,-2%,10%,0.1,i,?,-13%
Cc1nnc(C)n1/N=C/c1ccccc1,-18%,-0.1%,4%,3%,-6%,0.0,.,8%,-1%
CC(=O)c1cccc(NC(=O)C=C(C)C)c1,-6%,2.4%,-13%,7%,4%,-2.8,i,-6%,-1%
O=C(CSc1nc2ccccc2c(=O)n1-c1ccccc1Cl)NCC1CCCO1 (stereo not given),15%,1.6%,-7%,-7%,11%,-1.0,i,-8%,-2%
COc1cc(OCc2ccccc2)c2c(CCC(=O)O)cc(=O)oc2c1,-2%,?,9%,-17%,4%,-3.1,i,-26%,.
CC(NC(=O)NNC(=O)c1ccncc1)(C(F)(F)F)C(F)(F)F,4%,1.5%,0%,4%,-3%,0.8,i,?,-1%
Cc1ccc(CNC(=O)C(=O)NCC2OCCN2C(=O)c2ccc(Cl)cc2)cc1 (stereo not given),4%,0.5%,14%,-8%,0%,-1.3,i,-6%,2%
Cc1cc2oc(C(=O)Nc3ccc(S(=O)(=O)Nc4ncccn4)cc3)cc(=O)c2cc1Cl,9%,-0.3%,9%,-5%,-6%,0.0,i,?,2%
O=C(c1ccccc1)c1sc(N2CCCCCC2)nc1-c1ccccc1,?,0.1%,-2%,-12%,2%,-2.8,i,.,-9%
CSc1ncc2ncn(C3OC(CO)C(O)C3O)c2n1 (stereo not given),-10%,0.1%,1%,0%,1%,-0.5,i,7%,1%

Some of the entries above, reformatted:
canonical_smiles: Cc1ccccc1C(=O)N1CCN(c2ccc(NC(=O)c3cccs3)cc2)CC1
  TGFb SMAD3 inh: -21%
  Nrf2 activator: -0.3%
  EPAC2 antag: -2%
  A549 tox: 1%
  EPAC2 ag: 7%
  CCT modulator: -1.0
  pAkt inh: i
  Nrf2 block: ?
  MmCpn inh: 1%

canonical_smiles: O=C(c1ccccc1)c1sc(N2CCCCCC2)nc1-c1ccccc1
  TGFb SMAD3 inh: ?
  Nrf2 activator: 0.1%
  EPAC2 antag: -2%
  A549 tox: -12%
  EPAC2 ag: 2%
  CCT modulator: -2.8
  pAkt inh: i
  Nrf2 block: .
  MmCpn inh: -9%

Carrying on:
Molecule,TGFb SMAD3 inh,Nrf2 activator,EPAC2 antag,A549 tox,EPAC2 ag,CCT modulator,pAkt inh,Nrf2 block,MmCpn inh
Cc1cc(N2CCN(C)CC2)nc2ccc(NC(=O)Nc3ccc(F)cc3F)cc12,26%,6.3%,.,-22%,.,.,.,-21%,.
Cn1c(=O)c2c(nc(SCC(=O)Nc3ccc(F)c(F)c3)n2Cc2ccccc2F)n(C)c1=O,3%,-0.2%,.,9%,.,.,.,-9%,.
O=c1[nH][nH]c(-c2ccccc2O)c1C(C[N+](=O)[O-])c1ccc(Cl)cc1Cl (stereo not given),20%,7.7%,?,-1%,7%,1.4,i,5%,1%
COCCCNC(=O)C1CCC(CNS(=O)(=O)c2ccc(Cl)cc2)CC1 (stereo not given),-1%,-0.5%,2%,-1%,15%,0.1,i,?,-1%
CN(NC(=O)Nc1ccc(Cl)cc1)c1ncc(C(F)(F)F)cc1Cl,?,-0.6%,-2%,?,-14%,1.0,i,?,.
COc1ccc(OC)c(NC(=O)CSc2nnc(C3CCCCC3)n2-c2ccccc2)c1,0%,1.5%,-7%,-8%,10%,-2.1,-111%*,?,-1%
COc1ccc(NS(=O)(=O)c2cccc(C(=O)N/N=C/c3cn(-c4ccccc4)nc3-c3ccc(OC)cc3)c2)cc1,10%,0.3%,2%,3%,8%,0.5,i,7%,0%
COc1cc(NC(=O)c2noc3c2CCCC3)c(OC)cc1Cl,-6%,6.1%,7%,?,-7%,0.2,i,.,-1%
CCOC(=O)c1cccc(NC(=O)CSc2cc(=O)n(C)c3ccccc23)c1,?,-1.1%,.,-3%,.,.,.,?,.
CC(C)(C)c1ccc(OCc2cc(=O)n3c4c(sc3n2)CCCC4)cc1,4%,-0.9%,.,-1%,.,.,.,11%,.
Cc1cc2oc(C(=O)N(Cc3ccco3)Cc3ccccc3Cl)c(C)c2cc1C,-22%,5.1%,.,7%,.,.,.,-17%,.
CCN(CC)S(=O)(=O)c1ccc2c(c1)c(=O)c(C(=O)NCCc1ccc(OC)c(OC)c1)cn2C,-8%&-2%,-0.1%&0.2%,1%,-3%&4%,1%,-1.6,i,7%&5%,-9%
CC(C)(C)C1=CC(=O)C(=O)C(C(C)(C)C)=C1,16µM*,?,-20%[57.1 µM],-20%,-39%[inhibitor],-0.5,i,?,-7%

Of the compounds above, these contain an aryl methoxy group.
Molecule,TGFb SMAD3 inh,Nrf2 activator,EPAC2 antag,A549 tox,EPAC2 ag,CCT modulator,pAkt inh,Nrf2 block,MmCpn inh
CCn1cc(/C=C(\NC(=O)c2ccc(OC)c(OC)c2)C(=O)NCCCN2CCOCC2)c2ccccc21,1%,0.9%,-1%,-3%,-1%,-81*,.,?,-1%
COc1cccc2cc(-c3cc(=O)oc4cc(C)c(OCC(C)=O)cc34)oc12,-6%,0.4%,?,4%,-1%,1.0,i,-2%,2%
COc1cc(OCc2ccccc2)c2c(CCC(=O)O)cc(=O)oc2c1,-2%,?,9%,-17%,4%,-3.1,i,-26%,.
COc1ccc(OC)c(NC(=O)CSc2nnc(C3CCCCC3)n2-c2ccccc2)c1,0%,1.5%,-7%,-8%,10%,-2.1,-111%*,?,-1%
COc1ccc(NS(=O)(=O)c2cccc(C(=O)N/N=C/c3cn(-c4ccccc4)nc3-c3ccc(OC)cc3)c2)cc1,10%,0.3%,2%,3%,8%,0.5,i,7%,0%
COc1cc(NC(=O)c2noc3c2CCCC3)c(OC)cc1Cl,-6%,6.1%,7%,?,-7%,0.2,i,.,-1%
CCN(CC)S(=O)(=O)c1ccc2c(c1)c(=O)c(C(=O)NCCc1ccc(OC)c(OC)c1)cn2C,-8%&-2%,-0.1%&0.2%,1%,-3%&4%,1%,-1.6,i,7%&5%,-9%
